Bioassay records from PubChem.
NCI-60 one-dose screen, 48 h, at 10 µM unless noted. Numbers give growth in % (100 = growth as untreated, 0 = no growth, -100 = all killed).
HL-60(TB): HL-60(TB) leukemia cells | actives 9% (n = 78,000) | AID 1794776; active = growth percent below 10
The depositor's hits bear a star; [ ] = another dose, or the depositor's remark.

SMILES | HL-60(TB)
C=C(C)[C@@H]1CC[C@]2(C(N)=O)CC[C@]3(C)[C@H](CC[C@@H]4[C@@]5(C)C/C(=C/c6cccnc6)[C@H](O)C(C)(C)[C@@H]5CC[C@]43C)[C@@H]12 | 0.1*[100 µM]
Cc1c(O)cc(O)c(C2(c3c(O)cc(O)c(C)c3O)OC(=O)c3ccccc32)c1O | 111
COc1ccc(C2CC(c3ccccc3)=NN2C(=O)c2ccc(S(C)(=O)=O)cc2)cc1 (configuration not stated) | 65
C[C@@H](NC(=O)CSc1nnc(-c2ccc(NC(=O)c3cccnc3)cc2)o1)C(=O)O | 99
O=C(N/N=C/c1cccc(C(F)(F)F)c1)c1ccc(C(F)(F)F)nc1Nc1cccc(O)c1 | 99
COC(=O)c1ccc2c(c1)OCO2 | 105
CCCCCCCCCCCCCCCCCC1=NCCN1C(=O)OCCO | 35
Cc1cc(F)ccc1/C=C1\Cc2cc3c(cc2C1=O)OCO3 | 98
NC(=O)SCC(=O)Nc1cccc([N+](=O)[O-])c1 | 98
COc1ccc(NC(=O)Nc2ccc(-c3cccnc3)cc2Oc2cc(OC)c(OC)c(OC)c2)cc1 | 99
N#C/C(S)=C(/S)C#N | 99
Cc1nc2ncnc3ncn1c32 | 100
Cc1c(C(=O)N=Nc2c(O)[nH]c3ccc(Br)cc23)oc2ccccc12 | 80
O=C1N/C(=N/c2ccccn2)S/C1=C/c1ccc(Cl)cc1 | 97
CCN(CC)CCOC(=O)C(OC(C)C)(c1ccccc1)c1ccccc1 | 100
OCCNCCCOc1ccc2ncnc(Nc3ccc(Oc4cccc(C(F)(F)F)c4)c(Cl)c3)c2c1 | -31*
Cn1cnc2ncnc(Oc3ccc(Br)cc3)c21 | 93
COc1ccc(-c2c(N)n[nH]c2-c2cc(OC)c3c(c2)OCO3)cc1 | 17
Nc1ncnc2c1N=C1c3ccccc3C(=O)C1C(c1ccc(Cl)cc1)N2 (configuration not stated) | 47
CCCCCCCC/C=C\CCCCCCCCCCCCOc1cccc(CCOP(=O)(O)OCC[N+](C)(C)C)c1 | 101
CCNCCNc1cc(C2CCCC2)c(C#N)c2nc3ccccc3n12 | -59*
CN1C(=O)N(C)C2NC(N=Nc3c(O)[nH]c4ccccc34)=NC21 (configuration not stated) | 110
COc1ccc(/C=N/Nc2nc3c([nH]2)c(=O)n(C)c(=O)n3C)cc1 | 90
CCNc1nnc(-c2cc3c([nH]c4ccccc43)c(-c3cccc(O)c3)n2)o1 | 82
CCCCN(CCCC)P1(=O)OP(=O)(N(CCCC)CCCC)OP(=O)(N(CCCC)CCCC)O1 (configuration not stated) | 123
NC(Cc1c[nH]c2ccc(OCc3ccccc3)cc12)C(=O)O (configuration not stated) | 103
N=c1nc(N)ss1 | 94
Cc1c(Cl)cccc1Nc1ncccc1C(=O)OCC(O)CO (configuration not stated) | 92
O=C(O)CCC(C(=O)O)N1C(=O)CSC1=S (configuration not stated) | 102
O=Cc1cc2ccccc2nc1-n1cnc2ccccc21 | 101
O=C(Cc1ccc(Nc2ncnc3[nH]ccc23)cc1)Nc1ccc(F)c(Cl)c1 | 97
NNC(=S)NC1CCCCC1 | 37
C=CC1=C(C)C2=NC1=CC1=NC(=CC3=C(C)C4=C(O)C(C(=O)O)C(=C5NC(=C2)C(C)C5CCC(=O)O)C4=N3)C(CC)=C1C (configuration not stated) | 89
CCSc1nnc2c(C)nc3ccccc3n12 | 109
CC(Br)C(=O)N1CCN(c2cc3c(cc2F)c(=O)c(C(=O)O)cn3C2CC2)CC1 (configuration not stated) | 100
Cc1cc(C)c(S(=O)(=O)N2CCN(c3cc4c(cc3F)c(=O)c(C(=O)O)cn4C3CC3)CC2)c(C)c1 | 8.7*

Arranged by SMILES length (high to low): part of the list above.
SMILES | HL-60(TB)
C=CC1=C(C)C2=NC1=CC1=NC(=CC3=C(C)C4=C(O)C(C(=O)O)C(=C5NC(=C2)C(C)C5CCC(=O)O)C4=N3)C(CC)=C1C (configuration not stated) | 89
Cc1cc(C)c(S(=O)(=O)N2CCN(c3cc4c(cc3F)c(=O)c(C(=O)O)cn4C3CC3)CC2)c(C)c1 | 8.7*
CCCCCCCC/C=C\CCCCCCCCCCCCOc1cccc(CCOP(=O)(O)OCC[N+](C)(C)C)c1 | 101
CCCCN(CCCC)P1(=O)OP(=O)(N(CCCC)CCCC)OP(=O)(N(CCCC)CCCC)O1 (configuration not stated) | 123
CC(Br)C(=O)N1CCN(c2cc3c(cc2F)c(=O)c(C(=O)O)cn3C2CC2)CC1 (configuration not stated) | 100
CCNc1nnc(-c2cc3c([nH]c4ccccc43)c(-c3cccc(O)c3)n2)o1 | 82
O=C(Cc1ccc(Nc2ncnc3[nH]ccc23)cc1)Nc1ccc(F)c(Cl)c1 | 97
COc1ccc(/C=N/Nc2nc3c([nH]2)c(=O)n(C)c(=O)n3C)cc1 | 90
COc1ccc(-c2c(N)n[nH]c2-c2cc(OC)c3c(c2)OCO3)cc1 | 17
CN1C(=O)N(C)C2NC(N=Nc3c(O)[nH]c4ccccc34)=NC21 (configuration not stated) | 110
CCNCCNc1cc(C2CCCC2)c(C#N)c2nc3ccccc3n12 | -59*
Cc1c(Cl)cccc1Nc1ncccc1C(=O)OCC(O)CO (configuration not stated) | 92
O=Cc1cc2ccccc2nc1-n1cnc2ccccc21 | 101
O=C(O)CCC(C(=O)O)N1C(=O)CSC1=S (configuration not stated) | 102
CCSc1nnc2c(C)nc3ccccc3n12 | 109
N=c1nc(N)ss1 | 94

(more compounds)
SMILES | HL-60(TB)
COc1ccc(-c2nn(-c3ccccc3)cc2/C=C/C(=O)c2ccc(NC(=O)CCCCCCC(=O)NO)cc2)cc1 | 116
CN(C)CCOc1ccc(C(=O)C2[C@H](c3ccc(Cl)cc3)[C@@H](c3ccccc3)NC23C(=O)Nc2ccccc23)cc1 (some centres not stated) | 35
O=C1C2C3C=CC(O3)C2C(=O)N1Nc1ccccc1 (configuration not stated) | 102
CSc1ccccc1N | 58
N#CC1=C(N)Oc2c(sc3c(F)cccc23)C1c1ccc(F)cc1 (configuration not stated) | 6.0*
C[N+](C)(C)CC[N+](C)(C)C | 112
CC(Oc1ccc(C(=O)O)cc1C(F)(F)F)c1ccc(Oc2ccccc2)cn1 (configuration not stated) | 101
C#Cc1cccc(Nc2nc3cc([N+](=O)[O-])ccc3nc2Nc2ccc(O)cc2)c1 | 4.4*
O=C(CCCCCNC(=O)c1nc(-c2ccccc2)n(-c2ccccc2)n1)NO | 90
CS(=O)/C(C#N)=C\C=C\c1cccc(Cl)c1 (configuration not stated) | -2.0*
C/C(=N\NC(N)=S)c1nnn(-c2ccc(S(N)(=O)=O)cc2)c1C | 100
CCc1ccc(OCC(=O)c2ccc(O)c(CN(C)C)c2O)cc1 | 107
COc1ccccc1NC(=O)C(/C=N/C(N)=S)=C(\C)O | 99
O=C(c1ccccc1F)N(Cc1ccc(Cl)cc1)c1ccccn1 | 29
C[C@H]1CNCCCN1S(=O)(=O)c1cccc2cncc(F)c12 | 109
CN1CCN(Cc2nnc(CCC(=O)c3nc4ccccc4[nH]3)o2)CC1 | 78
COC(=O)c1ccc[n+](CCc2ccccc2)c1 | 105
COc1cccc(NC(=S)NC2CC(C)CC(C)(C)C2)c1 (configuration not stated) | 88
O=C(Nc1ccc(N=Cc2cccs2)cc1)NC1C=c2ccccc2=CC1 (configuration not stated) | 77
CCNC(=O)c1ccc2c(c1)nc(-c1ccc(Cl)cc1)n2-c1cc(C(C)(C)C)[nH]n1 | 4.7*
O=C1C(C2SC(=S)N(C3CCCC3)C2=O)SC(=S)N1C1CCCC1 (configuration not stated) | 105
C=C(C(N)=O)C(N)C(=O)O (configuration not stated) | 104
C[N+]1(CCCCCNC2=CC(=O)C(NCCCCC[N+]3(C)CCCCC3)=CC2=O)CCCCC1 | 98
COc1cc(CNC(=O)Cc2ccccc2)ccc1OCc1cn(-c2cccc([N+](=O)[O-])c2)nn1 | 109
CCN(CC)C(=O)CCBr | 100
CC(C)CNC(=O)/C=C/c1ccc2c(c1)OCO2 | 91
C=C(C)[C@@H]1CC[C@]2(C(=O)Nc3ccccn3)CC[C@]3(C)[C@H](CC[C@@H]4[C@@](C)(CCC#N)[C@H](C(=C)C)CC[C@]43C)[C@@H]12 | 83
CO/N=C(/C)c1ccc(NC(=O)CSc2nnc(-c3cnccn3)n2-c2ccccc2)cc1 | 64
CCOC(=O)c1cc(-c2ccc(OC)cc2)[nH]c1NNC(=O)CCOC | 91
CC(N)CCc1ccccc1 (configuration not stated) | 101
CC(C)=CCC/C(C)=C/CC/C(C)=C/CC[C@]1(C)CCc2cc(OC(=O)NS(=O)(=O)c3ccc(C)cc3)c(C)c(C)c2O1 | 88
CC(C)Sc1nc(N)nc2nc[nH]c12 | 61
COc1ccc(-c2cn(-c3ccc(Cl)cc3)c(SCC(=O)c3ccccc3)n2)cc1 | 83
CCOC(=O)C(/C=N/Nc1ccccc1)C(=O)OCC | 103
O=C(/C=C/c1cn(-c2ccccc2)nc1-c1ccc(Cl)cc1)OCc1cn(-c2ccccc2[N+](=O)[O-])nn1 | 119
OCC1(CO)COC(c2ccccc2)=N1 | 100
NCCNc1nc2c3c(sc2c(=O)[nH]1)CCCC3 | 99
CCCNNC(=O)c1ccc(-c2ccc(NC(=O)CCCCCCC(=O)N[C@H](C(=O)N3C[C@H](O)C[C@H]3C(=O)N[C@@H](C)c3ccc(-c4scnc4C)cc3)C(C)(C)C)cc2)cc1 | 18
CCOC(=O)c1cnn2c(-c3ccccc3O)nc(SCC)nc12 | 70
O=CNc1ccc(-n2cnc3cc(-c4ccc(O)cc4)ccc32)cc1 | 64
CCCCSc1ncnc2c1ncn2C1CCCCO1 (configuration not stated) | 90
COc1cccc(CCC(=O)c2cc3c(N)c(C(=O)Nc4cccc(Cl)c4C)sc3nc2C)c1 | 0.9*
Nc1nnc(-c2nonc2N)o1 | 100
O=C1NCCN1/N=C/c1c(Cl)n(Cc2ccc(Cl)cc2)c2ccccc12 | 74
COc1cc(/C=C2\C(=O)N(CCCCn3c4ccccc4c(=O)c4ccccc43)c3ccccc32)cc(OC)c1O | 53
c1ccc(CCN2CCC(COC(c3ccccc3)c3ccccc3)C2)cc1 (configuration not stated) | 59
CN(C)c1ccc2c(c1)/C(=N/O)c1ccccc1-2 | 87
O=C(/C=C(/C=C/c1cccc(OC(F)(F)F)c1)OB(F)F)/C=C/c1cccc(OC(F)(F)F)c1 | 98
COc1ccc(C2Cc3ncccc3-c3nc(N)c4cccnc4c32)c(OC)c1OC (configuration not stated) | 88
COc1cc(NC(=O)c2cccc(-c3cc(=O)c4c(OC)c(OC)c(OC)cc4o3)c2)cc(OC)c1OC | 36
Nc1ccc(S(=O)(=O)Nc2ccc(S(=O)(=O)O)cc2)cc1 | 98
OCc1ccc(Cl)cc1Cl | 99
CC(C)Sc1nc(NN)c(C#N)c(-c2ccc(F)cc2)n1 | 92
O=C(NCCI)N(Cc1ccccc1)C(=O)SSCCc1ccccc1 | 103
CNC(=O)c1[nH]cc(-c2ccccc2)c1-c1ccccc1O | 99
COc1ccc(CCn2c(C)nc3ccc(C)cc3c2=O)cc1OC | 90
COc1cc(-c2nn(-c3cccc(NC(=O)CN4CCCCC4)c3)cc2-c2ccncc2)ccc1Cl | 83
O=C(Nc1ccccc1)N1c2ccccc2SC1c1ccco1 (configuration not stated) | 104
CCOC(=O)c1ccc(N=Cc2cnc(N)nc2N)cc1 | 106
COc1ccc(OC)c(C#N)c1 | 116
Further structures
SMILES | HL-60(TB)
CCNC(=O)Oc1ccc(/C(=C(/C)c2ccc(Cl)cc2)c2ccc(OCCN3CCCC3)cc2)cc1 | 56
C=C(CNCCO)[C@@H]1CC[C@]2(CO)CC[C@]3(C)[C@H](CC[C@@H]4[C@@]5(C)CCC(N)C(C)(C)[C@@H]5CC[C@]43C)[C@@H]12 (some centres not stated) | 32
Cc1ccc([C@H]2C(C(=O)c3ccc(Cl)cc3)C3(N[C@@H]2c2ccccc2)C(=O)Nc2ccccc23)cc1 (some centres not stated) | -22*
COc1cc(C(=O)NNC(=O)c2ccc(NC(=O)CCl)cc2)cc(OC)c1OC | 78
COc1cccc(-c2c(C#N)c(-c3ccc(Cl)cc3)nc3c2c(-c2ccccc2)nn3-c2ccccc2)c1 | 47
CC(Sc1nc2ccccc2c(=O)n1CCc1ccc(S(N)(=O)=O)cc1)C(=O)Nc1ccccc1 (configuration not stated) | 100
N#Cc1ccc(NC(=O)N(CCCl)N=O)cc1 | 98
COc1ccc(NC(=O)C2CCN(c3nc(C(F)(F)F)ccc3C#N)CC2)cc1 | 101
O=C(CC1c2ccccc2NC(=O)N1Cc1ccccc1)c1c[nH]c2ccccc12 (configuration not stated) | 88
C#C[C@]1(O)CC[C@H]2[C@@H]3CC=C4c5sc(Nc6cccc(F)c6)nc5CC[C@]4(C)[C@H]3CC[C@@]21C | -13*
COc1ccc(/C=C(\C#N)c2ccc(OC)cc2)cc1 | 51
COc1ccc(/C=c2\c(=O)n(-c3ccccc3)c3nn4c(n23)=NNCC(=O)C4)cc1 | 105
CC1COCC(C)N1C(=O)c1cccnc1 (configuration not stated) | 91
COc1ncnc(NS(=O)(=O)c2ccc(NC(=O)c3ccccc3F)cc2)c1OC | 94
CN(C)c1ccc2nc3c(C(=O)O)cc(=O)c(O)c-3oc2c1 | 87
Cc1ccc(N)c(C(=O)Nc2cc(C)no2)c1 | 83
O=CN1CCN(Cc2ccccc2)CC1 | 98
COc1ccc(-c2cs/c(=N\N=C\c3ccc(C#N)cc3)n2-c2ccccc2)cc1 | 73
N#CC1=C(/N=C/c2ccccc2)Oc2c(ccc3ccccc23)C1c1ccccc1Cl (configuration not stated) | 101
CCCCCCCCCCCO | 103
CC(OC(=O)c1ccccc1C(=O)OC(C)c1ccccc1)c1ccccc1 (configuration not stated) | 67
COc1cc(-c2nc(SCCC(C)C)nc(Nc3ccc(Cl)cc3)c2C#N)cc(OC)c1OC | 102
O=C(c1ccc(O)c(C(=O)N2Cc3ccc(OCCC[P+](c4ccccc4)(c4ccccc4)c4ccccc4)cc3C2)c1)N1Cc2cccc(F)c2C1 | 58
N#Cc1ccc(-n2nnc3ccccc32)cc1C#N | 108
CCCCOP(=O)(N1CCCC1)N1CCCC1 | 97

A portion of the library; rates above refer to the full screens.
